M4 ag – human M4 muscarinic receptor agonists, primary screen, CHO-K1 cells, Fluo-8 calcium fluorescence; CHO-K1 hM4/Gqi5; vehicle 0%, full acetylcholine response 100%; activation, % at 3 µM; 360,000 compounds, 0.14% hits; AID 624127, 2012;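 active = activation above the run mean over all test wells plus 3 SD, cut at about 32% in these data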;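 also: peak over basal fluorescence ratio per well then scaled between controls; 0% = DMSO wells and 100% = acetylcholine at EC100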
CHRM1 PAM – human M1 muscarinic receptor positive allosteric modulators, primary screen, CHO-K1 cells, Fluo-8 calcium fluorescence, 1536-well. Muscarinic acetylcholine receptor M1 (Homo sapiens), P11229. CHO-K1 hM1, ACh EC20; 0% = ACh EC20, 100% = maximal ACh. activation, % at 3 µM. 360,000 compounds, 0.088% hits; in the data active = activation above about 19%, passing the limit was not always enough
Target sequence (P11229 whole entry, looked up): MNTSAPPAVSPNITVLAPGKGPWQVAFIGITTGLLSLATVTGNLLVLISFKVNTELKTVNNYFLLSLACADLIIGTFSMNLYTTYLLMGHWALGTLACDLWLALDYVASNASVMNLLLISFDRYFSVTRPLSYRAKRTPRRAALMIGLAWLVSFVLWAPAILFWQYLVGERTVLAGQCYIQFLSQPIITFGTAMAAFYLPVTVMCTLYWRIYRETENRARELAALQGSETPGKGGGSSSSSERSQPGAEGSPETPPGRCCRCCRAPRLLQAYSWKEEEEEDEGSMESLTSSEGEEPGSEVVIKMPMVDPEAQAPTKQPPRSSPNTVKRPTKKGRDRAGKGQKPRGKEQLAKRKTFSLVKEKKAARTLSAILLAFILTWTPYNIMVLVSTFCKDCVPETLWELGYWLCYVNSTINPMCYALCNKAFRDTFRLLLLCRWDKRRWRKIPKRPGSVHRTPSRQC
CHRM5 agonist – human M5 muscarinic receptor agonists, primary screen, CHO-K1 cells, Fluo-8 calcium fluorescence | Muscarinic acetylcholine receptor M5 (Homo sapiens), P08912 | CHO-K1 hM5 cells; 0% DMSO wells, 100% maximal acetylcholine response | activation, % at 3 µM | 360,000 compounds, 0.19% hits;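 active = activation above the run's mean over test compounds plus 3 SD, cut at about 23% in these data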;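 also: signal is peak over basal fluorescence ratio across the kinetic read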
Target sequence (P08912 whole entry, looked up): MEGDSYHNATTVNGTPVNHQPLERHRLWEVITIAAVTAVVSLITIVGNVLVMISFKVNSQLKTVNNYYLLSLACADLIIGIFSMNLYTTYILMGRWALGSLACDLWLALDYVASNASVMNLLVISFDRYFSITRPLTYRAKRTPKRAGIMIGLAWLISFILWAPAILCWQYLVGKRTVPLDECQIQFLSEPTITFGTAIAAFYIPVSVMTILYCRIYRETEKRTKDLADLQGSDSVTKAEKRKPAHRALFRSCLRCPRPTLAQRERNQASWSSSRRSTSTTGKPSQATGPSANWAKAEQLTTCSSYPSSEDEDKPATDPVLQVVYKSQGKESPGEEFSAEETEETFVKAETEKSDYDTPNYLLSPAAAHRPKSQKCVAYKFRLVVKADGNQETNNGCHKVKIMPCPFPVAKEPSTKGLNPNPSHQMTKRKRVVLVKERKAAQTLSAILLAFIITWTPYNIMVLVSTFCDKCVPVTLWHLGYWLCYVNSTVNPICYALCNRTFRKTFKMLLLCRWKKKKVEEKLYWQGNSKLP
CHRM5 PAM – human M5 muscarinic receptor positive allosteric modulators, primary screen, CHO-K1 cells, Fluo-8 calcium fluorescence; Muscarinic acetylcholine receptor M5 (Homo sapiens), P08912; CHO-K1 hM5, ACh EC20 PAM; 0% = ACh EC20, 100% = ACh EC100; activation, % at 3 µM; 360,000 compounds, 0.3% hits;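 active = activation above the run cutoff, the mean activation of all test compounds plus 3 SD, cut at about 18% in these data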
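Assay system – human M5 receptor in CHO-K1 cells · Read-out – % activation, ACh-normalized · Technique – Fluo-8 calcium fluorescence · Dosing – single-point, 3 µM nominal · Incubation – Fluo-8 loading 80 min at 37 °C plus 30 min room temperature · Repeats – singlicate, one well per test compound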
CHRM4 PAM – human M4 muscarinic receptor positive allosteric modulators, primary screen, CHO-K1 cells, Fluo-8 calcium fluorescence; activation, % at 3 µM; 360,000 compounds, 0.4% hits; AID 624126, 2012; CHO-K1 hM4/Gqi5, ACh EC20; 0% = ACh EC20, 100% = maximal ACh; Muscarinic acetylcholine receptor M4 (Homo sapiens), P08173;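 active = activation above its plate's cutoff, the mean activation of sample wells plus 3 SD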; also: some results filed as inactive read as strong as hits
CHRM4 antagonist – human M4 muscarinic receptor antagonists, primary screen, CHO cells, Fluo-8 calcium fluorescence; Muscarinic acetylcholine receptor M4 (Homo sapiens), P08173; CHO-hM4 cells, ACh EC80; inhibition, % at 3 µM; 360,000 compounds, 0.73% hits;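 active = inhibition above its plate's cutoff, the mean inhibition of sample wells plus 3 SD, cut at about 27% in these data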;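 also: 0% = acetylcholine EC80 with DMSO and 100% = DMSO without agonist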
CRFBP-R2 agonist – agonists of CRF-BP/CRF-R2 complex, primary screen, cell-based, HEK293, calcium dye fluorescence, uHTS. calcium dye fluorescence (FLIPR); percent of saturating CRF peptide response. activation, % at 13.2 µM. 350,000 compounds, 0.46% hits;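 active = activation of at least 50%, plus an integration ratio under a set limit after plate pattern correction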;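 also: plate controls were neutral control wells without compound for no effect and CRF at EC100 for full effect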
CHRM5 antagonist – human M5 muscarinic receptor antagonists, primary screen, CHO cells, Fluo-8 calcium fluorescence; Muscarinic acetylcholine receptor M5 (Homo sapiens), P08912; CHO-hM5 cells, ACh EC80; inhibition, % at 3 µM; 360,000 compounds, 0.59% hits; AID 624040, 2012;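 active = inhibition above a per-plate cutoff, the mean of that plate's test compounds plus 3 SD, cut at about 27% in these data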;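 also: 0% = acetylcholine EC80 with DMSO and 100% = DMSO without agonist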
CHRM1 antagonist – human M1 muscarinic receptor antagonists, primary screen, CHO-K1 cells, Fluo-8 calcium fluorescence, 1536-well. inhibition, % at 3 µM. CHO-K1 hM1, ACh EC80 antagonist. Muscarinic acetylcholine receptor M1 (Homo sapiens), P11229. 360,000 compounds, 1.3% hits. AID 588852, 2011;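 active = percent inhibition above its own plate's cutoff, namely the mean of that plate's compound wells plus 3 SD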;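 also: peak over basal fluorescence ratio during 140 s after agonist addition; 0% = ACh EC80 plus DMSO and 100% = DMSO alone without agonist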
* = called active by the depositor; nt = no result given. The order is random, and some 2.8% of all compounds hit somewhere here.

SMILES	M4 ag	CHRM1 PAM	CHRM5 agonist	CHRM5 PAM	CHRM4 PAM	CHRM4 antagonist	CRFBP-R2 agonist	CHRM5 antagonist	CHRM1 antagonist
CC1(C)Cc2cccc(OCC(=O)Nc3ccc(S(N)(=O)=O)cc3)c2O1	5	-2	3	-6	4	-5	0.1	8	10
Cn1c(SCC(=O)N/N=C/c2cccs2)nc2ccccc21	5	-1	1	-5	4	-4	-1.3	-1	1
Cc1ccc(S(=O)(=O)NC(=O)c2ccc(-c3ccc(C)c4ccccc34)o2)cc1	3	7	-2	14	12	6	-3.2	10	4
Cc1c(C(=O)NNC(=O)c2ccccc2O)oc2ccc(Br)cc12	3	0	2	0	-3	2	1.0	-1	2
O=C(O)CN1C(=O)C(=O)N(Cc2ccc(C(F)(F)F)cc2)C1=O	0	5	-3	4	-2	-2	6.8	-3	-5
O=C(NC(=S)NNC(=O)c1cccs1)c1ccc(Br)o1	11	-4	11	-4	-5	2	71*	10	-16
COc1cc(/C=N/NC(=O)Cc2csc(C)n2)ccc1OCC(C)C	0	8	0	3	10	3	7.8	10	-10
CCOc1cc(C(=S)N2CCC(O)CC2)ccc1OS(=O)(=O)c1ccc(Br)cc1	13	-14	10	-10	-4	4	-1.4	4	10
O=C(CSc1n[nH]c(=O)n1C1CC1)Nc1ccc(Cl)cc1Cl	4	5	1	2	4	-28	0.0	-9	-10
COc1ccc(C(=O)Cc2nnc(C)s2)cc1	1	2	-5	-1	-8	6	-1.1	0	-6
Cc1ccc(C2CC(c3cccs3)=NN2S(=O)(=O)c2ccc(C)cc2)cc1 (stereo not given)	0	0	0	1	-6	-2	0.3	-4	6
CSc1ccc(-c2cc3c(c4c2ccn4C)C2CCC3O2)cc1 (stereo not given)	-3	-8	-2	-6	-4	-6	nt	0	15
CCCCN1C(=O)C2C3C=CC(C2C1=O)C1C2C(=O)N(CCCC)C(=O)C2C31 (stereo not given)	1	1	1	-3	1	3	-1.3	8	0
COc1ccc(/C=C(\C#N)C(=O)OCC(=O)N(C)C2CCS(=O)(=O)C2)cc1 (stereo not given)	0	13	2	1	15	-12	-0.5	-7	-3
Cc1c(C(=O)c2ccc([N+](=O)[O-])cc2)c(=O)n(C)c(=O)n1C	2	13	2	13	2	-2	-2.4	-8	-14
Cc1nc2c(OCC(=O)C(C)(C)C)cccn2c1N(C)Cc1cccs1	4	-1	-2	-3	-4	6	nt	7	-9
CCC(C)c1ccc(NC(=O)COC(=O)C2CCCC2)cc1 (stereo not given)	0	6	-6	-1	0	9	0.1	6	-11
COc1ccc2oc(C(=O)N(C)Cc3ccc4c(c3)OCCO4)c(C)c2c1	2	-2	2	-4	0	0	2.3	7	1
Nc1cc(OC(=O)c2ccc(F)cc2)nn1S(=O)(=O)c1ccccc1	1	2	-3	3	14	0	0.6	5	-4
Cc1nn(C)cc1CN1CCCC(C(=O)c2ccc(-c3ccccc3)c(F)c2)C1 (stereo not given)	9	-26	-5	-4	-17	9	-0.3	2	52*

Individual results from the list:
CHRM5 agonist, `Cc1ccc(C2CC(c3cccs3)=NN2S(=O)(=O)c2ccc(C)cc2)cc1` (stereo not given) = 0
CHRM4 antagonist, `CCOc1cc(C(=S)N2CCC(O)CC2)ccc1OS(=O)(=O)c1ccc(Br)cc1` = 4
CHRM5 antagonist, `Cc1c(C(=O)NNC(=O)c2ccccc2O)oc2ccc(Br)cc12` = -1

Remaining list, next part.
SMILES	M4 ag	CHRM1 PAM	CHRM5 agonist	CHRM5 PAM	CHRM4 PAM	CHRM4 antagonist	CRFBP-R2 agonist	CHRM5 antagonist	CHRM1 antagonist
O=C(CC(c1ccccc1)c1ccccc1)NCC(O)c1ccc([N+](=O)[O-])cc1 (stereo not given)	8	3	-2	1	-6	-23	-0.5	1	4
CC(C)NC(=O)c1noc2cc([N+](=O)[O-])ccc12	1	9	-2	-4	2	-7	-1.0	-7	-4
COc1ccc(/C(N)=N/OC(=O)Cc2cccs2)cc1OC	0	11	-1	-1	4	2	-0.6	7	-10
Cc1ccsc1/C=N/NC(=O)c1sccc1C	1	-2	1	-2	0	-1	0.9	4	1
CCCCCn1nc(C(=O)N(CCOC)c2c(N)n(CCCC)c(=O)[nH]c2=O)c2ccccc2c1=O	0	6	0	-7	3	-1	-0.1	14	-3
Cc1cc(N)ccc1-c1cc2ccccc2oc1=O	1	20	-2	-2	-3	-2	-2.1	7	-16
Cc1ccccc1C(=O)N(Cc1nc2ccccc2c(=O)[nH]1)C1CCCC1	6	-6	5	2	1	2	1.7	-17	8
Cc1ccc(N=Cc2ccccc2O)cc1Cl	2	1	1	-9	3	1	-2.6	13	-4
CN(C(=O)CCNC(=O)Cn1cnc2ccccc2c1=O)c1ccccc1F	1	-6	-4	-5	-4	11	-0.8	18	7
Cc1ccc(C(=O)CSc2nnnn2-c2ccccc2)o1	1	10	-4	-2	4	3	-0.3	8	-12
O=C(C1CCN(S(=O)(=O)c2ccc3ccccc3c2)CC1)N1CCN(c2ncccn2)CC1	5	0	-4	-7	-6	1	2.1	6	-5
COc1ccc2c(c1)cc1n2CCN2CCCN=C12	1	0	-2	-1	-5	2	-2.1	1	-4
O=C(Nc1ccc(NC(=O)c2cccs2)cc1)c1ccccc1	4	6	-2	6	5	-8	0.4	3	-9
CCOC(=O)Cn1c(C(F)(F)F)nc2nc(Cl)c(Cl)nc21	2	-2	-5	1	8	-13	0.3	5	0
O=C(CCc1ccccc1)OCCOC(=O)CCc1ccccc1	0	7	-2	2	1	-4	-1.3	14	-3
CCCC(=O)N(Cc1cc(=O)[nH]c2ccccc12)c1ccccc1C	2	-4	-2	-4	-1	-2	0.9	4	13
CCCn1c(CN2CCN(C(=O)OCC)CC2)nc2cc([N+](=O)[O-])ccc21	6	-4	-3	-8	-8	4	-1.4	1	0
CCOC(=O)C1=CN(Cc2cccc(F)c2)S(=O)(=O)N(CC)C1c1cccc(OC)c1 (stereo not given)	0	-2	-3	1	-6	-3	2.9	-11	-3
NN1C(=O)NC(c2ccccc2)(c2ccccc2)C1=O	1	8	4	8	8	1	5.5	7	-10
COc1ccccc1N1CCN(C(=O)c2cc(-c3ccc(Br)cc3)on2)CC1	1	16	1	1	2	-16	0.9	-1	-21
Cc1ccc(S(=O)(=O)N2CCN(C(=O)CNC(=O)c3sc4ccccc4c3Cl)CC2)cc1	0	12	-3	-3	4	-12	-1.5	-2	-10
COc1ccc(S(=O)(=O)NCCS(=O)(=O)N2CCN(c3ccccc3)CC2)cc1	14	-7	0	-10	-1	-22	-1.1	1	7
Cc1ccc(C)c(S(=O)(=O)N2CCN(CC(=O)N3CCc4ccccc4C3)CC2)c1	3	3	-3	9	27	12	-0.7	17	-2
CC(CNC(=O)[C@@H](Cc1ccccc1)NC(=O)CC[C@H]1O[C@@H](n2ccc(=O)[nH]c2=O)[C@H](O)[C@@H]1O)c1ccccc1 (stereo not given in full)	1	11	1	6	14	-2	nt	-4	-14
CCOc1ccc(-c2c(C(=O)N/N=C/c3ccccc3)nnn2-c2nonc2N)cc1	8	-2	2	-5	-12	-8	-2.0	8	4
O=S(=O)(Cc1ccccc1)N=Nc1c(O)[nH]c2ccc(Br)cc12	3	9	6	7	6	14	0.1	-3	-32
CCCCOc1ccc(C(=O)N2CC(C)OC(C)C2)cc1 (stereo not given)	0	13	-2	-2	15	-1	0.6	5	-9
CC(C)Sc1nc2ncnc(N)c2[nH]1	0	11	-4	0	-3	-2	-0.1	3	2
CSc1ccccc1NC(=O)CSc1nnc(CNC(=O)c2ccccc2F)n1C	1	1	-2	-2	-2	-12	-1.3	13	-5
COC(=O)CSc1nc2ncccc2[nH]1	1	11	-2	-2	5	5	1.6	5	-9
CC(C)CNc1ncnc2c1ncn2[C@H]1CN(CCc2ccccc2)C[C@@H](CO)O1	0	4	-1	-2	8	3	nt	13	-9
COc1cc(C(=O)Nc2ccccc2-c2nnn(CC(N)=O)n2)cc(OC)c1OC	2	0	-1	1	0	1	1.9	-4	-10
CCOC(=O)C1(CCOc2ccccc2)CCN(Cc2cnc(SC)nc2)CC1	3	4	-7	-8	0	-6	-0.5	4	-8
Cc1noc(C)c1NC(=O)N(C)C[C@H]1Oc2ccc(NC(=O)CCN3CCOCC3)cc2C(=O)N([C@H](C)CO)C[C@@H]1C	2	2	-2	6	4	4	0.0	2	2
CCOC(=O)c1cnn(CCOC(=O)C(C)(C)C)c1NC(=O)C(C)(C)C	2	10	-3	-2	2	-17	-0.2	-3	-9
O=C(Cn1nnc(-c2ccc(Cl)cc2)n1)N1CCN(C(=O)c2ccco2)CC1	2	3	1	8	7	-12	0.0	-8	-6
CC[C@@]1(C(=O)OC)N[C@H](CN(C)C(=O)c2ccccc2)[C@@H]2C(=O)N(C)C(=O)[C@@H]21	0	3	0	-2	4	-1	0.4	-4	-1
O=C(CNC(=S)NC(=O)c1ccccc1)c1ccccc1	1	7	-3	-2	9	5	-3.1	10	-12
O=C(Nc1cccc(/C=C/c2ccccn2)c1)c1ccc(-n2cncn2)cc1	20	-15	0	-26	-6	11	0.5	18	31*
CC(C)(C)NC(=O)NC(=O)COC(=O)c1nc(-c2ccccc2)n(-c2cccc(C(F)(F)F)c2)n1	4	1	-2	-6	-1	-5	0.4	0	1
COc1ccc(OC)c(C2C(C(=O)c3cccs3)=C(O)C(=O)N2c2cc(C)on2)c1 (stereo not given)	0	6	-1	12	-1	2	-1.2	-9	-10
CCOc1ccc(OCC)c(NC(=O)C2CCCN(S(=O)(=O)c3ccc(C)cc3)C2)c1 (stereo not given)	0	2	-5	-5	2	7	0.7	10	-1
CCOc1cc(/C=C/c2cc(C(=O)O)c3ccccc3n2)ccc1OC	0	0	-1	-2	-5	-3	1.1	2	-9
CC(C)Oc1cccc(C(=O)C2CCCN(S(C)(=O)=O)C2)c1 (stereo not given)	3	4	-5	7	3	-11	-3.7	-9	-12
COc1ccc(Cn2c(=O)[nH]c3cc(C(=O)N4CCN(c5ccccc5OC)CC4)ccc3c2=O)cc1	3	12	0	6	0	1	0.8	0	-6
Cc1cccc(C(=O)NNC(=O)CCCCC(=O)NNC(=O)c2cccc(C)c2)c1	12	7	-1	-10	0	-5	-0.8	24	-4
CSc1ccc(S(=O)(=O)NCC(=O)OCC(=O)N(C)C2CCCCC2)cc1[N+](=O)[O-]	10	10	0	-9	12	-15	-1.2	13	-5
COC(=O)CNC(=O)CSc1nc2sc(-c3ccccc3)cc2c(=O)n1-c1ccccc1	7	-5	-3	-20	-22	9	0.3	12	5

Assay outcomes: PubChem BioAssay, several laboratories
